Source: PubChem (Broad Institute)
SIRT5 block – blocks human SIRT5 desuccinylation of peptide; AID 652115; Purified SirT5, succinyl-peptide AMC, trypsin-coupled fluorescence; Q9NXA8; 330,000 tested, 1.1% active; inhibition, % at 15 µM; in the data active = inhibition above about 15%; inconclusive = no clear call, values can overlap the other calls
Target sequence (Q9NXA8 whole entry, looked up): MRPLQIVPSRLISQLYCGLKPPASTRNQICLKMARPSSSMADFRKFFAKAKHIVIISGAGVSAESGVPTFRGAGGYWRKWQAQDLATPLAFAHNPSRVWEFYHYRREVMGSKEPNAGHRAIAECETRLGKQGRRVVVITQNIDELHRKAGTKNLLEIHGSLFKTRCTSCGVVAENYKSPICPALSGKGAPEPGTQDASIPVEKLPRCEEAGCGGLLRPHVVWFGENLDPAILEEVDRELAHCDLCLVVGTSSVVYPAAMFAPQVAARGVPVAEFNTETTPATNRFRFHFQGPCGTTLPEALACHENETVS
ERp5 block – inhibitors of human ERp5 | inhibition, % at 9.99 µM | ERp5 insulin aggregation, absorbance 650 nm, 90 min | 350,000 tested, 0.05% active;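 active = mean replicate inhibition above about 25%, with every replicate also reaching it, limit read from the data, passing the limit was not always enough; inconclusive = only one of those two criteria met; inactive = neither criterion met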
PglD inh – PglD (C. jejuni) enzyme inhibition. 360,000 tested, 0.098% active. purified PglD enzyme, DTNB colorimetric CoA detection. inhibition, % at 12.5 µM; in the data active = inhibition above about 16%, passing the limit was not always enough; inconclusive = no clear call, values can overlap the other calls; also: strong numbers were not always called active
C2C12 statin – protects C2C12 myotubes from simvastatin toxicity. ATP luminescence, 48 h; scaled: DMSO 0, geranylgeraniol control 100. AID 602340. rescue of ATP level, % at 7.49 µM. 330,000 tested, 0.78% active;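 active = mean ATP rescue above about 67%, or every replicate alone reaching that limit, limit read from the data, passing the limit was not always enough; inconclusive = no clear call, values can overlap the other calls; inactive = mean under the limit and some replicate under it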;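 also: myotubes were challenged with 10 µM simvastatin during compound exposure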
DENV2 CPE rescue – inhibitors of DENV2 cytopathic effect. DENV2-infected cells, cytopathic effect rescue, plate reader. CPE inhibition, % at 9.99 µM. 350,000 tested, 1.7% active. AID 651640; in the data active = CPE inhibition above about 20%, passing the limit was not always enough; inconclusive = no clear call, values can overlap the other calls; tested in BHK-21 cells;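 also: 0% = median of neutral control wells and 100% = median of positive control wells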
E-sel inducer – induces E-selectin expression in human endothelial cells | AID 686992 | 260,000 tested, 0.37% active | P16581 | activation, % at 7.58 µM | HUVEC E-selectin immunofluorescence imaging; normalized: neutral wells 0, TNF-alpha wells 100;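 active = mean E-selectin-positive cell signal at least 10% of the positive control, reached in at least 60% of replicates, without over 20% cell loss; inconclusive = no rule given, readout overlaps actives, possibly toxicity-flagged; inactive = the rest, including those meeting only one limit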;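 also: in these data hits start at about 27%; measured in HUVEC primary endothelial cells; signal is the percent of cells scored E-selectin positive by PE staining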
Target sequence (P16581 whole entry, looked up): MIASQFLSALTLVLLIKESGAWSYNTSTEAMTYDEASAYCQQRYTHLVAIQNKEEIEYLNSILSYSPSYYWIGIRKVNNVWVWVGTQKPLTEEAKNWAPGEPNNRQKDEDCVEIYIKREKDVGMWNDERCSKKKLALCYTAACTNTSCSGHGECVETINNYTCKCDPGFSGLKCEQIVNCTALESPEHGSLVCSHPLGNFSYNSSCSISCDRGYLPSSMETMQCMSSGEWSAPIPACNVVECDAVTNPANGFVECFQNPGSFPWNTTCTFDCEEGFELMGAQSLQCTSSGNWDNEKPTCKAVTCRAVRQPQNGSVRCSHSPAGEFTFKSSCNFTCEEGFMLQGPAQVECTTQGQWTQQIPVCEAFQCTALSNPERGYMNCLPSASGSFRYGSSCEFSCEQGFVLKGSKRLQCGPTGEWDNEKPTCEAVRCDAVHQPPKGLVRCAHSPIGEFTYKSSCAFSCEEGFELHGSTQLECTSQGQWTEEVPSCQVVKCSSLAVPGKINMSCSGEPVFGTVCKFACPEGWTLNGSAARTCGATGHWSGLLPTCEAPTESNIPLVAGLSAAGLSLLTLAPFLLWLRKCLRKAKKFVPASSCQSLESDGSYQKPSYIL
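Read-out basis: % PE-positive cells; Test system: HUVEC primary endothelial cells; Technique: immunofluorescence imaging; Dosing: single-point compound dose.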
S100A4 inh HTS – inhibitors of human S100A4 binding to myosin IIA peptide; P26447; S100A4/TAMRA-MyoIIA peptide fluorescence polarization; 360,000 tested, 0.14% active; AID 652163; inhibition, % at 10.7 µM;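 active = mean inhibition of at least 70% across replicates, with every replicate also reaching that level; inconclusive = mean inhibition reaches 70% but some replicates fall short; inactive = mean inhibition below 70%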
Target sequence (P26447 whole entry, looked up): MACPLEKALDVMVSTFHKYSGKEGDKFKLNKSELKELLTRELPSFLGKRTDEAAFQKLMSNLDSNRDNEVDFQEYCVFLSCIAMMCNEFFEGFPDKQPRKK
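System – human S100A4 monomer protein, biochemical binding assay · Buffer or medium – Calcium-containing HEPES buffer, pH 7.2 · Timing – 5 min between mix addition and reading · Also added – TAMRA-labelled myosin IIA heavy-chain peptide probe, 5 nM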
An asterisk follows results filed as active; u = inconclusive; x = not tested or not shown. An excerpt (hit frequency here may not be typical).

SMILES | SIRT5 block | ERp5 block | PglD inh | C2C12 statin | DENV2 CPE rescue | E-sel inducer | S100A4 inh HTS
Cc1ccc(-n2ccnc(SCC(=O)NC3CCCC3)c2=O)cc1F | 4.7 | -0.6 | 7.9 | 10.4 | 4.0 | -0.1 | 2.4
Cc1ccc2nc(NCCNC(=O)c3ccccc3)c(C#N)cc2c1 | -1.6 | 0.9 | -8.8 | -4.5 | 4.6 | x | -3.0
Cc1cc(NC(=O)CSCc2ccccc2)no1 | 1.1 | 4.7 | x | x | -2.8 | x | -12.6
O=C(c1ccc(=O)[nH]n1)N1CCc2ccccc2C1 | -1.7 | 3.3 | 1.4 | 12.1 | -8.9 | 0.0 | -3.8
COc1ccc(/C(C#N)=C/c2cccnc2)cc1 | -0.7 | 3.0 | -6.3 | -1.3 | -2.7 | -0.2 | 1.8
CCOc1ccc(Cl)cc1/C=N/O | 2.8 | -8.0 | x | x | x | x | 47.4
COc1ccc(-c2cc(=O)oc3cc(OC(C)C(=O)NCCCn4ccnc4)ccc23)cc1 (stereo not given) | x | 0.2 | -2.1 | -1.3 | u | x | 4.0
O=C(Nc1ccc([N+](=O)[O-])cc1)c1ccc(Cn2cc([N+](=O)[O-])cn2)cc1 | 0.2 | 4.0 | x | x | x | x | -3.8
Cc1ccc2c(c1)c1c(n2CCc2ccc(C)nc2)CCN(C)C1 | x | 3.6 | 3.4 | -14.0 | -4.8 | 0.2 | 3.8
Cc1noc(C)c1S(=O)(=O)N(C)C[C@@H]1Oc2ccc(NS(=O)(=O)c3ccccc3)cc2CC(=O)N([C@@H](C)CO)C[C@H]1C | 0.1 | -11.2 | -0.2 | -41.3 | 0.6 | -0.6 | -2.9
CC1=C(C(=O)OC(C)(C)C)C(c2cccs2)NC(=O)N1 (stereo not given) | -1.6 | -6.7 | 0.0 | 12.1 | u | x | 1.1
O=C(c1ccc(Cl)c(S(=O)(=O)N2CCCC2)c1)N1CCOCC1 | -1.1 | -2.5 | -8.5 | x | -5.0 | 0.3 | -2.0

Overlap with the part before: 2 entries, followed by the next part.
SMILES | SIRT5 block | ERp5 block | PglD inh | C2C12 statin | DENV2 CPE rescue | E-sel inducer | S100A4 inh HTS
CC1=C(C(=O)OC(C)(C)C)C(c2cccs2)NC(=O)N1 (stereo not given) | -1.6 | -6.7 | 0.0 | 12.1 | u | x | 1.1
O=C(c1ccc(Cl)c(S(=O)(=O)N2CCCC2)c1)N1CCOCC1 | -1.1 | -2.5 | -8.5 | x | -5.0 | 0.3 | -2.0
Cc1cc(S(=O)(=O)NCc2ccncc2)c(C)cc1Br | -1.9 | -11.9 | 3.0 | -8.4 | -3.3 | -0.5 | -0.7
O=C(N/N=C/c1ccco1)c1cc([N+](=O)[O-])cc([N+](=O)[O-])c1 | 1.4 | u | x | x | 1.6 | x | -1.2
O=C(C[C@H]1CC[C@@H]2[C@H](COC[C@@H](O)CN2C(=O)Nc2ccc(F)cc2)O1)NCCc1ccccc1 | 9.5 | -2.0 | -2.6 | -27.3 | 2.0 | 0.1 | 106.2*
CC=Cc1ccc2n(c1=O)C[C@H]1[C@H](CO)[C@@H](C(=O)NCCc3cn(C)cn3)[C@@H]2N1C(=O)C1CCC1 (mixture of isomers) | -17.8 | x | x | x | -6.1 | 0.3 | -9.4
Cc1ccc(OCCC(=O)OCC(=O)NCCc2ccccc2)cc1 | 2.8 | -0.6 | x | x | 3.2 | x | -2.4
Nc1nc(-c2cc3ccccc3o2)cs1 | -3.8 | 7.5 | 2.1 | -1.3 | -3.8 | 5.0 | -7.9
Cc1cc(-c2nc(-c3ccncc3)no2)ccc1[N+](=O)[O-] | -1.5 | 0.3 | x | 15.4 | -0.3 | 2.6 | 1.5
C#CCNC(=O)C[C@@H]1C[C@@]2(C(=O)OC)CCCCC=C2N(Cc2ccc3c(c2)OCO3)C1=O | x | -5.8 | x | x | 17.2 | 0.1 | 9.2
Cc1ccc(NC(=O)CN(C)C(=O)CCSc2ccc(F)cc2)cc1 | -3.7 | 14.9 | -7.9 | 11.1 | -1.5 | x | 2.7
COc1ccc(CNC(=O)c2cccc(N3CCCC3=O)c2)cc1 | x | x | -2.7 | 3.4 | x | -1.5 | x
CCCCOc1ccc(CON(C(C)=O)C(C)=O)cc1Cl | -3.8 | -3.1 | 1.0 | x | 6.4 | x | 2.7
Cc1ccc(S(=O)(=O)Nc2ccc3c(c2)nc(CCN2CCOCC2)n3C)cc1 | 1.8 | 6.1 | x | 10.7 | -3.7 | 4.5 | -4.4
CC(C)(C)c1ccc(O)c(N=Cc2cc(Br)ccc2O)c1 | 8.4 | -2.5 | 0.5 | x | 4.1 | 0.0 | 4.6
Cc1cccc(NC(=O)c2ccc(F)c(S(=O)(=O)N3CCC4(CC3)OCCO4)c2)c1 | -1.5 | -3.6 | 5.3 | 0.2 | 1.8 | x | -2.0
CCn1c2ccccc2c2cc(NC(=O)COC(=O)c3cc(Cl)c(N)cc3OC)ccc21 | 1.3 | 5.9 | -3.6 | x | 2.0 | 17.5 | 18.6
CC(C)NC(=O)c1ccccc1NC(=O)C(C)Oc1ccccc1 (stereo not given) | -1.1 | 2.6 | -5.0 | 5.7 | 2.6 | -0.1 | -7.7
CCN(CC)c1ccc(/C=N/N=C(c2ccccc2)c2ccccc2)c(O)c1 | -2.2 | 0.1 | x | x | 0.5 | 0.2 | -2.6
COc1ccc(S(=O)(=O)Nc2ccc3c(c2)C(=O)N([C@@H](C)CO)C[C@H](C)[C@@H](CN(C)C(=O)NC2CCCCC2)O3)cc1 | -10.9 | -6.1 | -1.2 | 15.9 | 16.4 | 0.1 | -5.4
Cc1nnc(NC(=O)c2cccc(S(=O)(=O)N3CCN(C)CC3)c2)s1 | 0.1 | 3.1 | 0.6 | 13.1 | -6.5 | -0.1 | -1.8
O=C(OCC(=O)c1cccs1)c1cccc(C(=O)OCC(=O)c2cccs2)n1 | -3.4 | -6.2 | -4.0 | 2.2 | -4.4 | x | -3.5
COC(=O)c1ccc(N2CCN(C)CC2)c(NC(=O)c2ccc(Br)o2)c1 | 8.5 | 8.6 | -4.2 | x | 3.3 | 0.3 | -19.2
Cn1c(SCC(=O)c2ccccc2)nnc1-c1ccncc1 | -1.6 | 3.8 | 5.8 | x | 6.8 | -1.4 | -10.8
O=C(Cn1cc(C(F)(F)F)ccc1=O)N/N=C/c1ccc(Cl)c(Cl)c1 | 0.1 | -4.3 | -3.0 | x | -2.6 | -2.3 | 22.6
C/C=C/c1ccc([C@@H]2[C@H](CO)N(C(=O)C3CCCC3)C23CN(S(C)(=O)=O)C3)cc1 | 2.7 | 7.6 | x | x | -1.2 | 0.1 | -6.4
COc1ccc(CN(CCO)CCO)cc1[N+](=O)[O-] | -3.6 | -0.9 | x | x | 1.6 | x | 15.6
CN(C)CCNC(C(=O)Nc1cc(Cl)cc(Cl)c1)c1ccccc1 (stereo not given) | -1.9 | 15.8 | x | x | -3.4 | x | -3.8
O=C(CCC(=O)N(CC(=O)NC1CCCCC1)Cc1cccs1)Nc1nccs1 | -3.6 | 3.2 | -0.2 | 5.3 | 2.4 | -2.0 | -5.3
CCN1[C@@H]2c3ccc(-c4ccc(F)cc4)c(=O)n3C[C@@H]2[C@@H](CO)[C@@H]1C(=O)Nc1ccccc1 | 1.6 | 3.1 | x | x | -9.6 | 0.3 | 24.9
CC(C)CCC1(C)NC(=O)N(CC(=O)Nc2ccc3c(c2)OCCO3)C1=O (stereo not given) | -1.8 | 4.2 | 2.8 | 6.1 | -0.9 | x | -3.2
O=C(C[C@H]1C=C[C@H](NC(=O)Cc2ccccn2)[C@@H](CO)O1)NCCc1ccccc1 | 6.8 | x | -0.2 | 2.3 | u | 0.3 | 10.5
N#C/C(=C/c1ccc(-c2cccc([N+](=O)[O-])c2)o1)C(=O)Nc1nc(-c2cccs2)cs1 | -0.4 | 2.2 | 0.4 | 1.4 | 13.7 | 0.2 | -2.3
COC(=O)[C@]12CCCCC=C1N(Cc1ccco1)C(=O)[C@H](CC(=O)NCc1cccc(C(F)(F)F)c1)C2 | -3.5 | -1.8 | x | x | -5.0 | -0.1 | 4.9
CCc1nc2ccc(C(=O)N3CCCC(C(N)=O)C3)cn2c1N(CCC(C)C)CCN(C)C (stereo not given) | -1.7 | -3.2 | 6.5 | 1.7 | -18.0 | x | 1.7
COc1cccc(-n2c(=O)[nH]cc(C(=O)Nc3ccc4c(c3)OCCO4)c2=O)c1 | 0.4 | -0.2 | 0.2 | x | 6.5 | 0.0 | -5.4
COCC(=O)N1C[C@H](C)[C@@H](OC)CN(C)C(=O)c2ccc(NC(=O)c3cnccn3)cc2OC[C@@H]1C | -3.2 | 2.8 | x | x | 1.9 | -0.2 | 1.6
O=S(=O)(NCCCc1ccccc1)c1cccc2nsnc12 | 3.9 | 1.9 | x | x | 10.5 | 1.2 | 2.0

One compound at a time, as listed above. Screens in order: SIRT5 block | ERp5 block | PglD inh | C2C12 statin | DENV2 CPE rescue | E-sel inducer | S100A4 inh HTS
`O=S(=O)(NCCCc1ccccc1)c1cccc2nsnc12` across the screens: 3.9 | 1.9 | x | x | 10.5 | 1.2 | 2.0
`CCN1[C@@H]2c3ccc(-c4ccc(F)cc4)c(=O)n3C[C@@H]2[C@@H](CO)[C@@H]1C(=O)Nc1ccccc1` across the screens: 1.6 | 3.1 | x | x | -9.6 | 0.3 | 24.9

Next records:
SMILES | SIRT5 block | ERp5 block | PglD inh | C2C12 statin | DENV2 CPE rescue | E-sel inducer | S100A4 inh HTS
CC1(C)C(=O)OC(c2c3ccccc3cc3ccccc23)C(C)(C)C1=O (stereo not given) | -1.0 | -0.2 | x | 0.9 | -5.3 | 0.0 | -1.8
COc1cc(OC)c(NC2=CC(=O)C(=O)c3ccccc32)cc1Cl | -6.7 | -1.6 | 7.3 | -3.0 | u | 4.1 | -0.1
COc1ccccc1N1CCN(c2nc(C)cc(=O)[nH]2)CC1 | -6.0 | 0.8 | -1.8 | 11.5 | 4.4 | 0.1 | -3.6
C[C@@H]1CN([C@H](C)CO)C(=O)c2cc(NC(=O)Cc3ccccc3)ccc2O[C@@H](C)CCCCO[C@@H]1CN(C)Cc1ccncc1 | 0.6 | -0.6 | -0.4 | -20.2 | -4.4 | 0.0 | 3.4
COc1ccc(CN2C[C@H](C)[C@@H](OC)CN(C)C(=O)c3cc(NC(C)=O)ccc3OC[C@@H]2C)cc1 | -8.7 | 4.5 | -1.9 | -9.9 | 1.4 | 0.1 | 18.2
C[C@@H]1CN([C@H](C)CO)C(=O)c2cccc(NC(=O)c3ccc(-c4nccs4)cc3)c2O[C@H]1CN(C)C(=O)Nc1ccc(F)cc1 | 4.1 | -19.3 | -1.2 | -20.5 | -6.6 | 24.0 | -3.3
CC1CCCN(C(=O)CCCC(=O)N2CCCC(C)C2)C1 (stereo not given) | 1.0 | 7.6 | -7.3 | x | -4.6 | 0.7 | 2.2
NC(=O)c1nsc(C(=O)N(Cc2ccco2)C(C(=O)NCC2CCCO2)c2ccc(F)cc2)c1N (stereo not given) | 2.4 | 0.6 | -1.0 | -0.7 | 19.0 | -0.1 | -1.8
O=C(CN(C(=O)c1ccccc1)C(=O)c1ccccc1)OCc1ccccc1 | -3.8 | -10.4 | x | 2.9 | 8.1 | -0.3 | -5.3
COc1cc2cc(CCCOC(=O)c3ccc(Br)cc3)oc(=O)c2cc1OC | -0.8 | -2.9 | -3.6 | -7.6 | 9.6 | 0.1 | -0.6
COc1ccc(CN2CCC[C@]3(N[C@H](c4ccc(C)cc4)[C@@H]4C(=O)N(C)C(=O)[C@@H]43)C2=O)cc1 | -8.6 | 5.3 | -1.7 | -3.5 | -5.8 | -0.3 | -10.3
COCCN1CCN(C(=O)c2cc(COc3ccc(Cl)cc3OC)on2)CC1 | -5.1 | -1.9 | -0.8 | -5.5 | 4.5 | -1.6 | -45.6
O=C(CN1C(=O)C2CC=CCC2C1=O)NCc1cccs1 (stereo not given) | -2.0 | 4.7 | x | x | 11.3 | x | 2.5
COc1ccccc1N1CCN(S(=O)(=O)CCNC(=O)Cc2ccc(F)cc2)CC1 | 0.7 | -20.6 | -3.6 | 3.4 | -1.5 | 0.1 | -6.0
